# Scp1 inh = Scp-1 (human) phosphatase inhibition | Q9GZU7 | Recombinant Scp1, phosphopeptide, malachite green phosphate absorbance | inhibition, % at 20 µM | 340,000 tested, 0.88% active;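 active means inhibition above about 50% at 20 µM, limit read from the data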;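 further: plate controls were DMSO wells with enzyme for no effect and wells lacking enzyme for full effect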
#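 Test system: SCP-1 phosphatase catalytic domain, residues 76-261; measured by: colorimetric phosphate reagent with accelerator and stabiliser, absorbance at 630 nm; timing: enzyme reaction 45 min at room temperature, colour 5 min, stabilisation 30 min; also added: Phosphorylated 17-residue peptide substrate; compound dosing: one concentration, 20 µM, with 1.0% DMSO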
# Tb MetRS inh = blocks T. brucei methionyl-tRNA synthetase activity; 360,000 tested, 0.4% active; purified T. brucei MetRS, ATP depletion, Kinase-Glo luminescence; inhibition, % at 11.9 µM;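 active means inhibition above a per-plate cutoff of the control wells' mean inhibition plus 3 SD, cut at about 5.5% in these data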;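 further: 0% = DMSO wells median and 100% = median of wells with control inhibitor compound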
#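 Test system: purified T. brucei MetRS enzyme. Also added: ATP, methionine and E. coli bulk tRNA substrates. Compound: 11.9 µM single point. Schedule: 15 min enzyme-compound preincubation, 2 h reaction, 10 min detection, 25 °C. Signal: luciferase luminescence of residual ATP, Kinase-Glo. Evaluation: percent inhibition versus plate control medians. Controls: DMSO wells, low control.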
# CendR NRP1 mod = NRP-1/CendR interaction modulation; 360,000 tested, 0.85% active; FAM-RPARPAR peptide binding to NRP-1, fluorescence polarization; O14786; inhibition, % at 25 µM;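 active means inhibition or corrected inhibition above about 18%, plus a signal ratio from 0.5 to 1.5, limit read from the data, passing the limit was not always enough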; further: strong numbers were not always called active
# Target sequence (O14786 whole entry, looked up): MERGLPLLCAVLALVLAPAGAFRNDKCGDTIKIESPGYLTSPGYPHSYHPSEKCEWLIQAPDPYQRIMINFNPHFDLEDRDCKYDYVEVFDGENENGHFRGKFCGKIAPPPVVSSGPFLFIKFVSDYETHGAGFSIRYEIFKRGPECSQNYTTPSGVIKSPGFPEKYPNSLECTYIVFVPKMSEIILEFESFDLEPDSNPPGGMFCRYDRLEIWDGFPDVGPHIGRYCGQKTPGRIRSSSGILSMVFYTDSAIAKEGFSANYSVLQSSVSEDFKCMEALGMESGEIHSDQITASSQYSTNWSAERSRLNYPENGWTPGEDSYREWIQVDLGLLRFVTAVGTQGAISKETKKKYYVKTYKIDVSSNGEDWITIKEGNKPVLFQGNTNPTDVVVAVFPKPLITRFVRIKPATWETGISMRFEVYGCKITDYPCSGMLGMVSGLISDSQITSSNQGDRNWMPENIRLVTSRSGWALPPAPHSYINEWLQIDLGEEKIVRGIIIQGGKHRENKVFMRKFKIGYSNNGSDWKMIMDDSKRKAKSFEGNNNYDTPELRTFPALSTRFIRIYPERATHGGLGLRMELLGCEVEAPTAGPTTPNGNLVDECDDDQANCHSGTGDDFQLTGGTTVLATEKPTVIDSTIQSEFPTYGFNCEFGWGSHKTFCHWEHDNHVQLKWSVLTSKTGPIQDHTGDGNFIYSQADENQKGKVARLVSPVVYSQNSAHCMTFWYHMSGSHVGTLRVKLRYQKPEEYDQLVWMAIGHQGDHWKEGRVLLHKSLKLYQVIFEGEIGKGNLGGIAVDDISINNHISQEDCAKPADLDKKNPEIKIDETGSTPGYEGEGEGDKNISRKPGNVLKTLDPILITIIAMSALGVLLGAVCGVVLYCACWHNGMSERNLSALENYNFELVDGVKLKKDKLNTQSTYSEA
# LMPTP inh = LMPTP (human) inhibition; recombinant LMPTP-A, OMFP fluorogenic substrate, fluorescence intensity; P24666; 360,000 tested, 0.22% active; AID 651560; inhibition, % at 20 µM;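 active means compounds that cut the enzyme signal by at least half of the control window in the single-dose screen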;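 further: plate controls were DMSO wells with enzyme plus substrate for no effect and substrate without enzyme for full effect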
# Target sequence (P24666 whole entry, looked up): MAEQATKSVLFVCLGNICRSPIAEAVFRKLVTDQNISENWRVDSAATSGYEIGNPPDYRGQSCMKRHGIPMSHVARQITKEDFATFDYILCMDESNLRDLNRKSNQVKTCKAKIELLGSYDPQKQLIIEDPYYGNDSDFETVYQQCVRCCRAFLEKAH
#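 Test system: LMPTP-A phosphatase enzyme. Amount: LMPTP-A at 0.625 nM final in the reaction. Reagent: OMFP substrate, 400 µM final. Times: 50 min at room temperature. Signal: endpoint fluorescence intensity from OMFP dephosphorylation. Read-out basis: % inhibition. Benchmarks: no-enzyme and uninhibited controls.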
# DNMT1 inh = inhibitors of human DNMT1 | P26358 | DNMT1 molecular beacon, Hinp1I cleavage, fluorescence | inhibition (reported as % activation of signal), % at 10 µM | 360,000 tested, 0.83% active | AID 588458; in the data active means inhibition above about 50%
# SKN-1 inh = blocks SKN-1 activity in C. elegans. C. elegans VP596 Pgst-4::GFP/RFP ratio, acrylamide-induced, 24 h. inhibition, % at 21.8 µM. 360,000 tested, 0.49% active;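 active means interference check ratio from 0.5 to 1.5 plus GFP to RFP signal ratio inhibition reaching or exceeding a fixed threshold, cut at about 30% in these data, passing the limit was not always enough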; further: some compounds called inactive have numbers as strong as hits
# STEP inh = blocks human striatal-enriched tyrosine phosphatase. P54829. recombinant STEP, OMFP fluorogenic substrate, fluorescence. inhibition, % at 20 µM. 360,000 tested, 0.25% active. AID 588621;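 active means inhibition at 20 µM, scaled per plate between control wells, above about 37%, limit read from the data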;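 further: 0% = DMSO with enzyme and substrate and 100% = substrate only without enzyme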
#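 material = STEP tyrosine phosphatase | reagent = fluorogenic phosphatase substrate OMFP at 25 µM final | doses = single compound dose of 20 µM, 1% DMSO final | schedule = 20 min reaction, room temperature, in the dark | measured by = fluorescence, 480/540 nm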
# Neddyl block = inhibitors of human cullin neddylation | calls only at 25 µM | TR-FRET cullin neddylation, biochemical | P61081+Q13564 | AID 651699 | 360,000 tested, 0.58% active; in the data active means inhibition above about 36%
# SUMO1-SIM PPI = modulators of human SUMO1-mediated protein-protein interactions | P63165 | 360,000 tested, 0.33% active | SUMO1 binding to a labelled peptide, TR-FRET, 1 h | AID 602429 | inhibition, % at 20 µM; in the data active means inhibition above about 37%
# NadD inh = blocks S. aureus nicotinate mononucleotide adenylyltransferase; purified NadD enzyme, colorimetric absorbance read-out; inhibition, % at 20 µM; 360,000 tested, 0.78% active; in the data active means inhibition above about 26%; further: some compounds past the cut are filed as inactive
# Active calls of the source: *; i = inactive; nt = not tested or not shown; + = active, no number.
SMILES,Scp1 inh,Tb MetRS inh,CendR NRP1 mod,LMPTP inh,DNMT1 inh,SKN-1 inh,STEP inh,Neddyl block,SUMO1-SIM PPI,NadD inh
COc1ccc(N=Cc2c(O)ccc3ccccc23)cc1,-6,-0.6,-210,2.2,-8,2,2,i,-18,-10
CC(=O)Nc1cnc2ccccc2n1,-5,-0.3,17,0.3,1,0,1,i,1,2
CC1=C(C(=O)NCc2ccccc2)C(c2cccnc2)n2ncnc2N1 (centres undefined),-6,0.0,4,-1.9,0,3,-1,i,-3,1
Cc1[nH]oc(=O)c1N=Nc1c(Cl)cccc1Cl,-5,0.1,2,-1.1,5,-3,-3,i,-5,-6
Cc1cccc(C(=O)N/N=C/c2ccoc2)c1,40,-0.1,6,3.6,26,20,13,i,2,0
CCOC(=O)c1c(N)nn(C(=O)C(C)C)c1-c1ccc(OC)cc1,-14,-1.1,-4,1.2,-6,0,4,i,1,-4
O=C(Nc1sc2c(c1C(=O)O)CCC2)C(=O)N1CCOCC1,43,-0.3,-6,4.5,61*,18,11,i,5,2
CCCCc1ccc(NC(=S)N2CCN(c3ccccn3)CC2)cc1,9,-0.6,15,6.7,3,-8,7,i,10,1
Clc1ccc(-n2cccc2/C=N/n2cnnc2)cc1,-2,-0.1,-10,0.2,20,23,-3,i,-5,-1
CCN(C[C@H]1N[C@@](CC)(C(=O)OC)[C@H]2C(=O)N(Cc3ccccc3)C(=O)[C@@H]12)C(=O)Nc1ccc(C)cc1,-8,1.3,-8,-0.8,-2,15,0,i,2,0
CC(=O)c1c(N2CCOCC2)nc(=S)n(Cc2ccccc2)c1C,14,-0.9,-6,-0.5,7,-13,-4,i,1,2
CCOC(=O)c1ccc(Nc2ccc(C(C)=O)cc2)cc1,nt,0.5,1,0.9,9,8,3,nt,-6,-7
CCN1C(=O)C(CC(=O)Nc2ccc(F)cc2)N(CCc2ccc(OC)cc2)C1=S (centres undefined),-3,30*,1,1.1,-4,-8,-4,i,-3,-6
COc1ccc(C(=O)NC(=S)Nc2ccc3[nH]c(=O)[nH]c3c2)cc1Br,nt,-0.2,-2,-1.1,-2,2,0,i,-3,7
Cc1cc(C)n(C(=O)C(C)n2nc([N+](=O)[O-])c(Br)c2C)n1 (centres undefined),-8,-0.1,-1,-2.2,11,15,-3,i,-4,-5
O=C(Nc1c[nH]c(=O)[nH]c1=O)c1cccc(F)c1,-6,-2.3,12,1.2,1,-10,-4,i,5,-1
N#Cc1ccc(S(=O)(=O)N2CCN(C(=O)c3cn(-c4ccccc4)nc3-c3cccnc3)CC2)cc1,12,-0.3,8,0.4,-1,-16,-1,i,-5,4
CCOC(=O)CSc1nc2cc3c(cc2cc1C)OCO3,-6,0.7,1,2.5,0,-2,8,i,-1,1
COc1ccc(Nc2nc(N)c([N+](=O)[O-])c(N3CCCC3)n2)cc1,-7,-0.5,2,3.2,-1,8,0,i,-6,-1
CC1(C)C(=O)Nc2ccccc2N1C(=O)COC(=O)C12CC3CC(CC(O)(C3)C1)C2,28,0.0,3,2.8,9,-15,-1,i,-2,12
O=C1c2ccccc2C(O)(c2ccccc2)N1c1ccncc1 (centres undefined),-4,-0.6,-13,-1.5,-1,-1,30,i,0,-7
Cc1cc(C)n2nc(C(=O)N/N=C/c3cccs3)nc2n1,10,-0.5,5,-0.1,-4,0,0,i,-17,-1
CCN(CC)S(=O)(=O)c1ccc(C(=O)OCC(=O)N2CCN(C(=O)c3ccco3)CC2)cc1,-9,0.0,-1,-0.5,-2,-11,-10,i,1,0
CCC1CCCN1Cn1cnc2c([nH]c3ccc(C)cc32)c1=O (centres undefined),-7,0.9,-12,0.7,-2,-1,-1,nt,3,-1
COc1cccc(NC(=O)C2CSC3(C)CCC(=O)N23)c1 (centres undefined),-1,-0.5,-2,-0.8,1,0,4,i,5,1
Cc1ccc(N2C(=S)NC3c4cc(Cl)ccc4OC2(C)C3C(=O)N(C)C)cc1 (centres undefined),3,-0.8,7,0.5,0,-11,6,i,0,0
CC1=N/C(=C\c2ccccc2Cl)C(=O)O1,-13,-0.1,-2,-1.1,1,0,1,i,-1,-8
COc1cc(C2c3cc4c(cc3OC(N3CCCCC3)C2C)OCO4)cc(OC)c1O (centres undefined),0,0.1,-5,1.0,18,4,0,i,3,3
CN(CC(=O)Nc1ccc(F)c(F)c1F)C(=O)Cc1ccc(S(=O)(=O)N2CCOCC2)s1,-4,-0.1,7,-5.2,-6,3,-2,i,-4,-4
COc1ccc(S(=O)(=O)N2CCC(C(=O)NCCC(=O)NCc3ccncc3)CC2)cc1,-9,0.7,2,-3.2,2,15,1,i,6,-6
CC1CCCN(C(=O)CCS(=O)(=O)Cc2ccccc2)C1 (centres undefined),2,-1.2,-10,-1.6,5,-11,0,i,-2,-4
CCC1NC(=S)NC(C)=C1C(=O)c1ccccc1 (centres undefined),2,-0.6,-1,0.5,1,11,1,i,-1,2
Cc1ccc(CNC(=O)CSc2nnc(CNC(=O)c3ccc(F)cc3)o2)cc1,nt,-0.2,2,-1.5,3,3,0,i,0,-5
CC(=O)C1=C(C)Nc2ncnn2C1c1ccccc1 (centres undefined),-5,0.6,-8,-0.8,0,20,0,i,5,-4
N#CC1=C(N)N(c2ccccc2)C(c2ccco2)C1(C#N)C#N (centres undefined),-11,-0.5,4,-0.8,-2,-3,2,+,-8,0
CCCC(=O)Nc1c2c(nn1-c1ccc(C)cc1C)CSC2,0,-0.6,0,-0.7,47,2,-1,i,1,3

# Complete entries as entered above. Values in the order: Scp1 inh, Tb MetRS inh, CendR NRP1 mod, LMPTP inh, DNMT1 inh, SKN-1 inh, STEP inh, Neddyl block, SUMO1-SIM PPI, NadD inh
# CC(=O)C1=C(C)Nc2ncnn2C1c1ccccc1 (centres undefined) is listed as -5, 0.6, -8, -0.8, 0, 20, 0, i, 5, -4
# CCCC(=O)Nc1c2c(nn1-c1ccc(C)cc1C)CSC2 is listed as 0, -0.6, 0, -0.7, 47, 2, -1, i, 1, 3
# N#CC1=C(N)N(c2ccccc2)C(c2ccco2)C1(C#N)C#N (centres undefined) is listed as -11, -0.5, 4, -0.8, -2, -3, 2, +, -8, 0
# COc1cc(C2c3cc4c(cc3OC(N3CCCCC3)C2C)OCO4)cc(OC)c1O (centres undefined) is listed as 0, 0.1, -5, 1.0, 18, 4, 0, i, 3, 3
# COc1cccc(NC(=O)C2CSC3(C)CCC(=O)N23)c1 (centres undefined) is listed as -1, -0.5, -2, -0.8, 1, 0, 4, i, 5, 1

# Further entries.
SMILES,Scp1 inh,Tb MetRS inh,CendR NRP1 mod,LMPTP inh,DNMT1 inh,SKN-1 inh,STEP inh,Neddyl block,SUMO1-SIM PPI,NadD inh
CC1(c2nnc(Cc3ccccc3)o2)CC(c2ccc(OC(F)(F)F)cc2)=NO1 (centres undefined),-2,-0.2,9,1.7,5,-3,0,i,-2,-5
CCCn1c(=O)c(C(=O)c2ccccc2)nc2ccccc21,-1,-1.9,16,-0.6,4,-9,0,i,-16,-2
COc1ccc(N(CC(=O)Nc2ccccc2C(=O)N2CCCC2)S(C)(=O)=O)cc1,-3,-0.5,18,-0.9,-1,13,-4,i,1,3
Cc1ccc(-n2nc(N)c3c(=O)oc(N(C)C)nc32)cc1,-4,0.4,8,0.5,0,22,3,i,6,2
Cc1nc(SCCO)c2oc3ccccc3c2n1,1,-1.1,6,-2.0,1,3,-1,i,1,1
CN(Cc1ccccc1)C(=O)COC(=O)c1ccc(Cl)cc1N,-9,-0.5,-2,-0.6,1,-5,-3,i,4,-21
CC(NC(=O)c1ccco1)C(=O)O (centres undefined),-6,0.2,0,-1.6,7,-17,0,i,3,-6
CCCCC(=O)Nc1ccc(Cl)cn1,-8,-0.7,3,-2.9,0,8,1,i,-1,0
COc1ccc(-c2cc(=O)[nH]c(=S)[nH]2)cc1,-1,-0.6,22,-0.4,3,-30,-2,i,1,5
COc1ccc(Nc2nc(C(=O)N3CCc4ccccc4C3)cs2)cc1,-1,0.7,-10,3.1,-4,8,0,i,-4,3
O=C(CCN1C(=O)c2ccccc2S1(=O)=O)NCc1ccc(F)cc1,-4,-0.3,5,-1.4,1,11,-2,i,-8,1
c1ccc(Cn2nnc3c(NCC4CCCO4)nc(C4CC4)nc32)cc1 (centres undefined),-1,-0.6,-8,1.3,1,3,-3,i,-2,-6
O=C(c1cc2nc(-c3ccccc3)cc(C(F)(F)F)n2n1)N1CCOCC1,-2,-0.2,-10,0.2,2,13,-2,i,-17,0
Cc1ccc(SCCc2cc[n+](CC(=O)c3ccccc3)cc2)cc1,0,-0.4,0,4.3,-36,-5,-1,i,-12,7
O=C(Nc1ccc(Br)cc1)c1cccc(NC(=O)C2C3CC4OC(=O)C2C4C3)c1 (centres undefined),-25,-0.5,-11,-0.9,-7,25,0,i,4,-5
Cc1nnc(SCC(=O)N2c3ccccc3CC2C)[nH]c1=O (centres undefined),-5,0.4,3,0.3,-1,-5,1,i,4,2
COC(=O)c1ccc(NC(=O)CN(C2CCCCC2)S(C)(=O)=O)cc1,-2,-0.3,0,0.3,12,5,0,i,0,0
COc1ccc(C(CC(=O)O)n2cnnn2)cc1 (centres undefined),1,-1.8,-2,-1.5,3,1,-3,i,-2,-2
COc1cc(NC(=O)CC[C@H]2O[C@@H](n3cnc4c(NC(=O)c5ccccc5)ncnc43)[C@H](O)[C@@H]2O)cc(OC)c1OC,nt,-0.3,9,-1.3,0,11,-2,i,8,-8
C/C=C(\C)C(=O)OC1c2c(ccc3ccc(=O)oc23)OC(C)(C)C1OC(C)=O (centres undefined),-15,-0.1,-3,-0.1,0,10,1,i,-1,-8
CCN(CC(=O)Nc1cc(Cl)ccc1C)C(=O)c1cc([N+](=O)[O-])ccc1N1CCOCC1,-2,-0.3,-7,1.0,-1,6,0,i,-29,-1
CCOc1c(Cl)cc(CNCC(C)C)cc1OC,-5,-0.6,9,-0.5,-1,6,2,i,2,-3
C=CCN(C(=O)Cn1nc(C)n2c(cc3cc(C)ccc32)c1=O)c1ccccc1,18,0.0,-6,0.8,1,-15,1,i,-15,0
COc1ccc(/C=N/NC(=O)c2cccnc2)c(C(=O)O)c1OC,-3,0.4,3,-1.5,-1,2,1,i,1,-1
CCOC(=O)c1cc(C#N)c(SC)nc1C,-7,-0.3,8,-0.4,-1,-7,2,i,-2,-8
O=C(/C=C/Nc1ccc(F)cc1)c1ccco1,-2,-0.5,-8,-1.6,2,28,7,i,-15,-1

# Hits appear at their usual frequency; any-hit rate near 4.6%.
